# Screening data as filed in PubChem BioAssay.
# ATG4B inh = inhibitors of human ATG4B cysteine protease. ATG4B cleavage of LC3-PLA2, NBD-HPC fluorescence, 1 h. inhibition, % at 8.33 µM. actives 0.51% (n = 340,000). AID 504462. Q9Y4P1; in the data active means inhibition above about 40%
# Target sequence (Q9Y4P1 whole entry, looked up): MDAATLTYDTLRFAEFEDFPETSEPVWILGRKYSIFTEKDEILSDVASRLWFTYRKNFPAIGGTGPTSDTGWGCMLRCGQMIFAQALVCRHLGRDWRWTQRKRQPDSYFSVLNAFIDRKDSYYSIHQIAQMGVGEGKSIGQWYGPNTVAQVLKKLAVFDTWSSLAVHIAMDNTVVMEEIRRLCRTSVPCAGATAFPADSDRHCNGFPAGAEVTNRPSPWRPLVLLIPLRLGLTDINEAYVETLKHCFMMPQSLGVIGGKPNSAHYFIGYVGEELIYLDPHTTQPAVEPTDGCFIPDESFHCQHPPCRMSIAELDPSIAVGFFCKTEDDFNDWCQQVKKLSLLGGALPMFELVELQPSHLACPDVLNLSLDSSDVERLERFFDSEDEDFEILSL
# tim10-1 inh = inhibits growth of tim10-1 mutant yeast. AID 463190. inhibition, % at 20 µM. actives 2.2% (n = 330,000). S. cerevisiae tim10-1 ts strain growth, BacTiter-Glo, 24 h;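 active means inhibition of at least 40%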;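 further: mutant grown at 25 °C; 0% = DMSO wells with yeast and 100% = wells holding no yeast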
# Apaf1 inhib = human Apaf-1 inhibition. O14727. reconstituted apoptosome caspase-3 activity, DEVD-Rh110 fluorescence. inhibition, % at 20 µM. actives 0.71% (n = 330,000); active means inhibition of at least 40% at 20 µM;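 further: plate controls were DMSO wells for no effect and DEVD-CHO caspase inhibitor wells for full effect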
#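 Material: reconstituted apoptosome with Apaf-1, cytochrome c, caspase-9, procaspase-3, dATP. Technique: Rh110 fluorescence intensity. Buffer or medium: pH 7.5 Hepes buffer with CHAPS, BSA, DTT. Times: 30 min plus 50 min, RT.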
# TIM10 inh = growth inhibitors of TIM10 yeast strain. actives 1.4% (n = 330,000). AID 463195. S. cerevisiae TIM10 strain growth, BacTiter-Glo luminescence, 24 h. inhibition, % at 10 µM;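 active means inhibition of 40% or more at the single tested concentration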;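 further: wild-type TIM10 isogenic control strain grown at permissive 25 °C; 0% = DMSO yeast wells and 100% = minimal medium wells without yeast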
# mIAP block = blocks mouse intestinal alkaline phosphatase; purified mouse IAP, CDP-Star luminescence, 30 min; inhibition, % at 10 µM; actives 0.2% (n = 330,000); AID 2806;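 active means inhibition of at least 40% at 10 µM in the primary screen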;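 further: plate controls were DMSO with enzyme for no effect and no enzyme wells for full effect; values of inactives mirror those of a sister screen read the other way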
# NALP3 yeast inh = inhibitors of NALP3 inflammasome in yeast; inhibition, % at 10 µM; Yeast reconstituted NLRP3/ASC/caspase-1, beta-gal luminescence, 24 h; actives 0.39% (n = 330,000);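 active means inhibition of 50% or more; inactive means inhibition below 50%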;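 further: plate controls were induced DMSO wells for no effect and uninduced yeast grown without galactose for full effect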
# hIAP block = blocks human intestinal alkaline phosphatase | P09923 | purified IAP, CDP-Star luminescence, 30 min | actives 0.12% (n = 330,000) | inhibition, % at 10 µM | AID 2544;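 active means inhibition reaching a set limit with compound at 10 µM in the primary screen, cut at about 35% in these data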;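 further: plate controls were DMSO wells with enzyme for no effect and no-enzyme buffer wells for full effect; values of inactives mirror those of a sister screen read the other way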
# Target sequence (P09923 whole entry, looked up): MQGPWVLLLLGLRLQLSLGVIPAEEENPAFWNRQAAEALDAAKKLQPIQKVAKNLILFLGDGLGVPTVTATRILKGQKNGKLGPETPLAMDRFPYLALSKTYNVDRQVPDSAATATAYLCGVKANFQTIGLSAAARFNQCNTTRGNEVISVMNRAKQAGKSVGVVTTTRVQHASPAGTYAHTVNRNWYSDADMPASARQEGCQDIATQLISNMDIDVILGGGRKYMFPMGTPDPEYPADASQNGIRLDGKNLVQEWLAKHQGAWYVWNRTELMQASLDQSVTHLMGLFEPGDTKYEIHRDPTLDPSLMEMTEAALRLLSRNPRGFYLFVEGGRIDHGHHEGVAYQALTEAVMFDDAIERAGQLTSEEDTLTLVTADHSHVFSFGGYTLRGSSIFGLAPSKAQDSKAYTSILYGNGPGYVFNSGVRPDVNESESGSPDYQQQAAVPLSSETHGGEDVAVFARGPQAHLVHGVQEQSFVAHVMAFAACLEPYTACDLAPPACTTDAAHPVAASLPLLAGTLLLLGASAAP
# mIAP activ = mouse IAP activation. muIAP, CDP-Star luminescence, 30 min; hits give high values; 1 = vehicle-only enzyme signal, 0 = enzyme-free wells. activation factor at 10 µM. actives 0.24% (n = 330,000);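 active means activation factor of at least 2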; further: the source names both 10 and 20 µM as test concentration; values of inactives mirror those of a sister screen read the other way
#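 System: mouse IAP enzyme. Reagent: CDP-Star chemiluminescent phosphatase substrate. Benchmarks: DMSO wells, no-enzyme wells. Times: 30 min enzyme-substrate-compound incubation at room temperature. Detection: luminescence from enzymatic CDP-Star hydrolysis. Doses: test compounds delivered from DMSO solution.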
# hIAP act = human IAP activation | actives 0.16% (n = 330,000) | AID 2524 | P09923 | purified human IAP, CDP-Star luminescence, 30 min; hits give high values; 1 = vehicle-only enzyme, 0 = enzyme-free background | activation factor at 10 µM;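 active means activation factor of the enzyme at least 2-fold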; further: the source names both 10 and 20 µM as test concentration; values of inactives mirror those of a sister screen read the other way
# Active calls of the source: *; nt = no result given; & = joins results of further samples.
SMILES,ATG4B inh,tim10-1 inh,Apaf1 inhib,TIM10 inh,mIAP block,NALP3 yeast inh,hIAP block,mIAP activ,hIAP act
COCC(=O)N(Cc1cc2cc(OC)ccc2[nH]c1=O)c1ccccc1OC,-3,-4,-4,-15,8,9,-23,0.92,1.2
COc1ccccc1C(CCNCc1ccc(N(C)C)cc1)c1ccc(OC(C)C)cc1 (centres undefined),-1,-2,32,21,-3,13,-14,1,1.1
COc1cc2ncc(C(=O)c3ccccc3)c(N3CCN(Cc4ccccc4)CC3)c2cc1OC,-1,6,14,-8,9,10,0,0.91,1
COc1ccc2c(c1OC)C(=O)OC2N1C(=O)CC[C@H]1C(=O)Nc1ccc(F)cc1F (some centres undefined),-18,10,-7,-6,-4,1,-11,1,1.1
CCOc1ccc(-c2n[nH]c(C)c2Oc2ccc(OC)cc2)c(O)c1,-3,44*,12,34,10,-4,-72,0.9,1.7
COc1ccc(NC(=O)c2c(F)c(F)c(F)c(F)c2F)cc1Cl,-5,9,-3,0,2,-18,1,0.98,0.99
COc1ccc(N=Nc2[nH]c3ccc(C)cc3c2O)cc1,-5,13,16,19,15,21,12,0.85,0.88
CC1CN(C(=O)c2cc(-c3ccc(Cl)s3)nc3ccccc23)CC(C)O1 (centres undefined),18,27,18,18,2,14,10,0.98,0.9
Fc1ccc(C2=Nn3c(Cc4ccccc4F)nnc3SC2)cc1,-16,12,13,6,13,10,1,0.87,0.99
CCn1c(=O)c([N+](=O)[O-])c(NC2CCS(=O)(=O)C2)c2ccccc21 (centres undefined),-4,-5,-162,-5,1,15,8,0.99,0.92
CCNc1ccc(S(=O)(=O)N(C)C)cc1NCC(=O)Nc1ccc(F)c(Cl)c1,7,19,1,-1,-10,10,3,1.1,0.97
CCOC(=O)c1c(CN2CCOCC2)n(C)c2cc(Br)c(O)c(CN(C)C)c12,0&-5,16&4,1&4,4&-1,15&4,-9&27,24&3,0.85&0.96,0.76&0.97
CCc1ccc(NC(=S)N(CCN2CCOCC2)Cc2ccccc2F)cc1,-6,34,-2,12,6,14,3,0.94,0.97
O=C(Nc1ccc2c(c1)OCO2)[C@@H]1CCCN1S(=O)(=O)c1cccc2cccnc12,-8,34,12,4,-7,-3,-33,1.1,1.3
O=C(COC(=O)c1ccccc1SCC(=O)N1CCCC1)Nc1ccccc1,-5,6,10,0,-11,19,-2,1.1,1
O=C(O)c1ccc2nc(C(F)(F)F)[nH]c2c1,1,7,-8,-1,-4,-14,15,1,0.85
COc1cccc(-c2ncc3ccccc3c2COC(=O)N2CCOCC2)c1,-10,15,1,3,9,27,0,0.91,0.99
Nc1c(C(=O)Nc2ccc(Cl)c(C(=O)O)c2)sc2nc3c(cc12)CCCC3,0,6,-12,7,2,11,-16,0.97,1.2
CC1=CC(C)(C)[N+](C)=CN1c1ccccc1,-6,-10,5,-2,-20,-7,-23,1.2,1.2
CCOC(=O)C1CSC(CC(=O)Nc2ccc(Cl)cc2)C(=O)N1 (centres undefined),-3,10,-5,1,-11,3,-1,1.1,1
O=C(CN1CCN(c2ccccc2F)CC1)NC(=O)NC1CCCCC1,2,8,-7,3,-4,35,-2,1,1
Cc1nn(-c2ccccc2)c(/N=C/c2ccccc2O)c1-c1ccccc1,10,5,5,6,6,14,7,0.94,0.93
Nc1cccc(-n2cccc2)c1,6,-20,-10,-6,-5,10,4,1,0.96
Cc1nn(CC(=O)O)c(C)c1Cl,0,12,-19,12,7,15,1,0.93,0.99
CCCCCCC(=O)N1CCN(c2cc3c(cc2F)c(=O)c(C(=O)O)cn3CC)CC1,-14,1,2,5,4,5,6,0.96,0.94

# Other results:
SMILES,ATG4B inh,tim10-1 inh,Apaf1 inhib,TIM10 inh,mIAP block,NALP3 yeast inh,hIAP block,mIAP activ,hIAP act
CN1C2CCC1CC(NC(=O)CSc1ccc(C(C)(C)C)cc1)C2 (centres undefined),-5,-19,8,-16,0,10,-1,1,1
COc1ccc(C(CNC(=O)CN2C(=O)NC3(CC(C)CC(C)(C)C3)C2=O)N2CCOCC2)cc1 (centres undefined),-11,9,-8,-9,-3,18,0,1,1
CC(C)CCSc1nc2c(c(=O)[nH]c(=O)n2C)n1CCCc1ccccc1,-3,8,38,8,-11,5,-6,1.1,1.1
CC(C)(C)C(=O)Cn1nc(Cl)nc1Cl,-2,-16,8,1,0,11,-10,1,1.1
COC(=O)C1=C(C)N(CCc2ccc(OC)cc2)C(=O)C1,1,27,6,5,-8,9,14,1.1,0.86
CCOC(=O)CSc1nnc(CSc2nc3sc4c(c3c(=O)[nH]2)CCCC4)n1-c1ccccc1,0,13,33,1,-2,20,-35,1,1.3
O=C(OCC(=O)N1CCc2ccccc21)c1ccc[n+]([O-])c1,-1,11,-19,-4,8,14,8,0.92,0.92
O=C(c1cccs1)N1N=C(c2ccccc2)CC1c1ccccc1O (centres undefined),-10,2,23,-4,0,5,13,1,0.87
COc1ccc(NC(=O)CN(C)C(=O)c2c(-c3ccccc3Cl)noc2C)cc1,-8,5,8,-2,4,-1,4,0.96,0.96
CC(Sc1nnc(N)s1)C(=O)NNC(=O)c1cccc(Cl)c1 (centres undefined),2,18,6,8,0,14,-30,1,1.3
O=C(CC(=O)N1CCN(c2ccccn2)CC1)Nc1ccc2nc3n(c(=O)c2c1)CCCCC3,-11,14,13,-2,-1,18,-12,1,1.1
O=C(CN1CCC(NC(=O)c2ccco2)CC1)Nc1ccccc1[N+](=O)[O-],nt,14,-5,7,9,10,0,0.91,1
Cc1cc(NC(=O)CSc2n[nH]c(=O)[nH]c2=O)ccc1Br,-7,10,0,-1,9,13,-7,0.91,1.1
COc1ccc(N)cc1-n1c(C)ccc1C,-4,8,84*,12,-5,16,4,1,0.96
Cc1c(C)c2ccc(OCC(=O)NCCCn3ccnc3)cc2oc1=O,-2,-8,1,7,3,14,5,0.97,0.95
O=C(COc1coc(CN2CCc3ccccc32)cc1=O)Nc1cccc(F)c1,8,8,-2,4,5,7,6,0.95,0.94
Cc1ccnc(NC(c2cccnc2)c2ccc3cccnc3c2O)c1 (centres undefined),-2,22,7,-37,0,13,-30,1,1.3
O=C1/C(=C/c2ccccn2)SC(=S)N1NS(=O)(=O)c1ccccc1,0,-34,-3,3,-10,4,11,1.1,0.89
COc1ccc(S(=O)(=O)Nc2noc3ccccc23)cc1,3,7,4,-3,-1,1,2,1,0.98
CSc1nc(C)c(CCOC(=O)c2ccccc2)c(=O)[nH]1,-3,31,6,-11,-7,13,3,1.1,0.97
COc1ccc(CCNC(=O)c2cnc3ccccc3n2)cc1,-2,-3,7,-18,-8,43,11,1.1,0.89
Cc1cc(S(=O)(=O)NCC(C)C)ccc1OCC(=O)NCc1ccccn1,-10,9,-11,6,10,6,-9,0.9,1.1
Cn1c(CNC(=O)C2CCCCC2)cc2ccccc21,1,11,-2,-5,-2,32,-1,1,1
CCOc1ccc(S(=O)(=O)N2CCN(C(=O)c3oc4ccc(OC)cc4c3C)CC2)cc1,-15,20,16,28,9,25,-8,0.91,1.1
COc1cc(C)c(NC(=S)Nc2ccc(Cl)c(Cl)c2)cc1OC,8,45*,9,26,-22,-6,5,1.2,0.95

# Record cards (already shown):
# Record of O=C(CN1CCC(NC(=O)c2ccco2)CC1)Nc1ccccc1[N+](=O)[O-] = ATG4B inh = nt; tim10-1 inh = 14; Apaf1 inhib = -5; TIM10 inh = 7; mIAP block = 9; NALP3 yeast inh = 10; hIAP block = 0; mIAP activ = 0.91; hIAP act = 1
# Record of COc1ccc(C(CNC(=O)CN2C(=O)NC3(CC(C)CC(C)(C)C3)C2=O)N2CCOCC2)cc1 (centres undefined) = ATG4B inh = -11; tim10-1 inh = 9; Apaf1 inhib = -8; TIM10 inh = -9; mIAP block = -3; NALP3 yeast inh = 18; hIAP block = 0; mIAP activ = 1; hIAP act = 1

# More structures
SMILES,ATG4B inh,tim10-1 inh,Apaf1 inhib,TIM10 inh,mIAP block,NALP3 yeast inh,hIAP block,mIAP activ,hIAP act
C=CCNC(=O)NC(=O)COC(=O)CC(NC(N)=O)c1ccc(Cl)cc1 (centres undefined),6,13,-2,-6,4,-4,10,0.96,0.9
COc1ccccc1CC(=O)Nc1ccc(S(=O)(=O)N2CCN(C)CC2)cc1,-3,4,-8,5,12,20,-1,0.88,1
O=C1c2ccccc2NC(c2cccc(F)c2)N1Cc1ccco1 (centres undefined),-14,8,9,-4,-8,-41,4,1.1,0.96
O=C(Cc1ccc2c(c1)OCCO2)N1CCN(c2ccccc2)CC1,4,16,-26,3,-8,15,6,1.1,0.94
COC(=O)c1ccccc1NC(=O)c1cccc(COc2ccccc2Cl)c1,24,25,8,18,10,14,2,0.9,0.98
Cc1nc2ccccn2c1C(=O)NCc1ccc2c(c1)OCO2,-7,-12,-9,-7,-10,9,-4,1.1,1
COc1ccccc1N1CCN(C(=O)C2CCCN(S(=O)(=O)c3ccc4c(c3)oc(=O)n4C)C2)CC1 (centres undefined),-11,22,1,7,11,10,-2,0.89,1
CCOc1ccc2c(c1)-c1c(ssc1=S)C(C)(C)N2C(=O)CSC1=NCCS1,-2,14,7,3,24,28,22,0.76,0.78
CCCn1c(CN2CCCCC2C)nc2c1c(=O)n(C)c(=O)n2C (centres undefined),-2,7,0,5,3,8,0,0.97,1
Cc1cccc(CSc2nc3[nH]ncc3c(=O)[nH]2)c1,4,18,-10,9,8,12,-9,0.92,1.1
Nn1c(SCC(=O)NCCN2C(=O)CSC2=O)nnc1-c1ccc(OC(F)F)cc1,1,-3,0,8,6,6,5,0.94,0.95
CCc1cccc(CC)c1NC(=S)NCCc1c(C)[nH]c2ccc(C)cc12,21,45*,8,46*,-15,12,0,1.2,1
O=C(NN/C(=N/S(=O)(=O)c1ccc(Cl)cc1)c1ccccc1)c1cccc(Cl)c1,4,-4,12,12,8,21,-11,0.92,1.1
Cc1ccc(S(=O)(=O)N2CCN(C(=O)CCC(=O)N3CCc4ccccc43)CC2)cc1,-8,31,1,-2,3,2,-3,0.97,1
Cc1cc(C)nc(NS(=O)(=O)c2ccc(NC(=O)c3cccs3)cc2)n1,2,-24,-7,-2,11,9,9,0.89,0.91
CC(=O)C1=C(O)C(=O)N(CC(=O)O)C1c1ccccc1Cl (centres undefined),1,6,-6,1,5,-4,23,0.95,0.77
C=CCC[C@@H](Cc1ccc(F)cc1)C(=O)OC[C@@H]1CCCN1C(=O)[C@@H](CC=C)CC(=O)N[C@@H](CO)Cc1ccccc1,-11,-5,36,2,-2,28,-4,1,1
Oc1ccccc1-c1nc2cnccn2c1Nc1ccc2c(c1)OCCO2,-3,32,-3,29,8,-1,3,0.92,0.97
O=S(=O)(c1ccc2oc(=S)[nH]c2c1)N1CCOCC1,-12,6,-9,4,15,13,11,0.85,0.89
O=C(CSc1nnc2ccccn12)NC(=O)c1cccc([N+](=O)[O-])c1,-10,2,1,-6,1,10,-16,0.99,1.2
Cc1ccc(NCc2ccc(O)c3ncccc23)cc1,-11,3,-2,17,4,-52,-19,0.96,1.2
O=c1cc(O)n(-c2ccccc2F)c(=S)[nH]1,-3,-11,-11,-3,10,1,-3,0.9,1
Cc1cc(CNC(=O)CC2C(=O)NCCN2CC(c2ccccc2)c2ccccc2)on1 (centres undefined),15,28,4,19,10,12,-13,0.9,1.1
Cc1cc(NC(=O)COC(=O)Cn2[nH]c(=O)c3ccccc3c2=O)c([N+](=O)[O-])cc1C,-2,-3,5,-8,-4,16,-24,1,1.2

# Rows are unselected; overall some 4.5% were active at least once.
